CaV13 ICDI inh: Disruptors of the CACNA1D IQ motif to Ca2+-dependent inactivation inhibitor domain association, primary screening, Förster resonance energy transfer in intact living … | 340,000 compounds, 0.098% hits | HEK cells, CFP/YFP FRET ICDI-IQ, plate reader, 10 min; percent FRET-ratio fall versus neutral wells | AID 743397 | inhibition, % at 12.3 µM;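 active = mean replicate inhibition of at least 30% and at least 1% of replicates passing that level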;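 note: 0% = median of the neutral control wells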
NR2E3 ag-1: NR2E3 agonists in two-hybrid cells, primary screen, cell-based, luminescence, CHO-S, Gal4-NCOR/VP16-NR2E3. 360,000 compounds, 0.35% hits. luciferase. Photoreceptor-specific nuclear receptor (Homo sapiens), Q9Y5X4. AID 602229, 2012. inhibition of corepressor binding, % at 3.98 µM;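 active = inhibition above the mean of all tested compounds plus 3 SD, cut at about 70% in these data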;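 note: 0% = DMSO with NR2E3 transfected cells and 100% = cells lacking NR2E3 construct; higher means lower luciferase signal from less NR2E3 corepressor binding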
Target sequence (Q9Y5X4 whole entry, looked up, the tested form may be a part): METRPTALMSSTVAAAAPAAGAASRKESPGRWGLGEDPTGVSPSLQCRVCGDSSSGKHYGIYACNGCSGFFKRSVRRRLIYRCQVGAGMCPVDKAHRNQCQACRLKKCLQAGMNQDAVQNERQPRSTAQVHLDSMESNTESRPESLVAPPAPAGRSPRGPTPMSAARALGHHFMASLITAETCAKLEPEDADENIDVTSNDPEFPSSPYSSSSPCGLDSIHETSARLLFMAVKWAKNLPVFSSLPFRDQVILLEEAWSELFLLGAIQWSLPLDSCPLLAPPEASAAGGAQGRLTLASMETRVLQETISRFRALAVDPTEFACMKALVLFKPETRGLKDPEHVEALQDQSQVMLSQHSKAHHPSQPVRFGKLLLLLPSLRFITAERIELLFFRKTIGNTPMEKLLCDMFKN
Exocytosis inh: LAMP-1 surface exposure blockers, TALL-104 cells – cell-based, flow cytometry, MLPCN library, primary screen. TALL-104 LAMP-1 surface exposure; cells stimulated with thapsigargin and PMA. inhibition, % at 10 µM. 360,000 compounds, 0.66% hits;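 active = inhibition above about 55%, limit read from the data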
HIF-2a inh: HIF-2a reporter inhibitors, primary screen, luminescence, 786-0 RCC cells. 786-0 RCC cells HIF-2a reporter, luciferase luminescence, overnight. inhibition, % at 18.8 µM. 360,000 compounds, 0.72% hits;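 active = inhibition of the luminescence signal of 40% or more relative to plate controls, in a single-dose primary screen at 18.75 µM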
aDG glyco act: activators of alpha-DG glycosylation, primary screen, uHTS, Pro5-aDG cells, AlphaScreen. alpha-DG glycosylation AlphaScreen (IIH6); 0% Pro5, 100% B10-LARGE cell signal. activation, % at 10 µM. 360,000 compounds, 0.22% hits;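 active = activation of at least 8% versus controls, or a plate z-score of at least 8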;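 note: Pro5 are CHO cells carrying HIG-tagged alpha-DG that lacks glycosylation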
MITF TRPM1 inh: inhibitors of MITF-dependent TRPM1 promoter reporter, primary screen, cell-based, SK-MEL-5, single point, luciferase. SK-MEL-5 TRPM1 promoter luciferase, 24 h. inhibition, % at 12.5 µM. 330,000 compounds, 0.83% hits. AID 488899, 2010;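 active = mean inhibition across replicates of 60% or more, whatever share of single replicates reaches that level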; note: values of inactives mirror those of a sister screen read the other way
hiPSC survival: enhancers of single-cell hiPSC survival, primary screen, ATPlite luminescence; 100% = ROCK inhibitor wells, 0% = DMSO; survival enhancement, % at 20 µM; 360,000 compounds, 0.044% hits; AID 602274, 2012; in the data active = survival enhancement above about 18%;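 note: cells exposed to compounds for 16 hours before the ATP read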
NR2E3 ag-2: inhibitors of NR2E3-RetCOR corepressor binding, primary screen, NR2E3 agonist project, biochemical, TR-FRET, GST-NR2E3, biotin-RetCOR; Photoreceptor-specific nuclear receptor (Homo sapiens), Q9Y5X4; 1536-well; inhibition of corepressor binding, % at 4.78 µM; 320,000 compounds, 0.12% hits; AID 2300, 2010;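 active = percent inhibition above the cutoff of mean plus 3 SD of all tested compounds, set per screening campaign, cut at about 20% in these data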;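 note: 0% = DMSO wells and 100% = biotin wells as full block of FRET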
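Format: 1536-well format; test system: GST-NR2E3 and biotin-RetCOR proteins; read-out basis: percent inhibition of TR-FRET ratio; timing: 5 h incubation at 4 °C; detection: time-resolved FRET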
Peg3 promoter: Peg3 promoter-driven luciferase inhibitors, primary screen, cell-based, HeLa, luciferase luminescence; HeLa PEG-Prom luciferase reporter, overnight; inhibition, % at 20 µM; 360,000 compounds, 1.7% hits; AID 588405, 2011;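 active = inhibition of at least 50% at 20 µM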
PDI turbidity: inhibitors of human PDI, primary screen, biochemical, turbidity, single point, plate reader; Protein disulfide-isomerase (Homo sapiens), P07237; PDI insulin aggregation turbidity, A650, 90 min; inhibition, % at 10 µM; 350,000 compounds, 0.052% hits;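 active = mean inhibition across replicates of 30% or more, whatever share of single replicates reach that level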;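 note: absorbance from insulin aggregation driven by PDI reduction with DTT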
Target sequence (P07237 whole entry, looked up): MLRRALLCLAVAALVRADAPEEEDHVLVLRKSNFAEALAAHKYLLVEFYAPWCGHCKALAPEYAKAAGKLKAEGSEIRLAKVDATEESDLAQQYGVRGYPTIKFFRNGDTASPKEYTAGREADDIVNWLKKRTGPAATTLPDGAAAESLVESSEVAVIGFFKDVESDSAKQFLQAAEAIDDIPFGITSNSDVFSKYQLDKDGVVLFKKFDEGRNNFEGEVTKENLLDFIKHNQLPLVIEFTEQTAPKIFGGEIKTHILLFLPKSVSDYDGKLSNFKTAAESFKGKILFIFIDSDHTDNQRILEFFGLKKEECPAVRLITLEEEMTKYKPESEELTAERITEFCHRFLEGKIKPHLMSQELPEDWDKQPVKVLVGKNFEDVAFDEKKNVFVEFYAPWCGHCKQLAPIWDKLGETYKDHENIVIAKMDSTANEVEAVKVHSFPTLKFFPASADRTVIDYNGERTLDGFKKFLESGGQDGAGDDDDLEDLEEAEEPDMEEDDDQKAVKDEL
Vif imaging: HIV Vif self-association inhibitors, primary screen, imaging, HEK293T, single point; AID 602346, 2012; HEK293T cells, Vif self-association by quenched fluorescence, 24 h; inhibition, % at 7.49 µM; 340,000 compounds, 0.35% hits; in the data active = inhibition above about 50%, passing the limit was not always enough; note: some results filed as inactive read as strong as hits
* hit, by the source's call; . = no result given. Random draw from the library. About 3.5% of those tested had a hit in this group.

mol,HIF-2a inh,Vif imaging,aDG glyco act,CaV13 ICDI inh,hiPSC survival,Peg3 promoter,NR2E3 ag-1,Exocytosis inh,NR2E3 ag-2,PDI turbidity,MITF TRPM1 inh
COC(=O)Nc1ccc(S(=O)(=O)N2CCCC(C(=O)Nc3cccnc3)C2)cc1 (stereo unspecified),8,-4,0.1,-3,-1.1,18,-27,-5,2,14,13
COc1ccc(/C=C/CN2CCCC(CCC(=O)NCc3ccc(F)c(F)c3)C2)cc1 (stereo unspecified),3,9,1.1,-3,-2.1,10,-22,-1,2,-1,-1
COc1ccccc1Cc1c(-c2cccc(Cl)c2)nc2ccc(C)cn12,-237,.,-0.1,-6,1.5,-145,-30,5,.,.,.
CCn1c(CSc2nnc3ccccn23)nc2cc(C(=O)O)ccc21,4,0,-0.2,-3,1.8,-6,-13,-2,-1,4,-5
COC(=O)C1SCCN1S(=O)(=O)c1ccc(Cl)cc1 (stereo unspecified),12,0,-0.1,-2,-0.6,7,-21,0,7,-1,2
Nc1cc(C(F)(F)F)cc2c1SCC(=O)N2,11,0,0.0,-5,-0.3,-9,13,-2,1,5,6
CC(C)(C)n1nnnc1C(c1ccc2ncccc2c1)N1CCC(O)CC1 (stereo unspecified),6,-3,-0.1,-4,1.1,18,-32,-2,2,1,-5
O=C(c1ccccc1)C(CCC(CN1CCOCC1)C(=O)c1ccccc1)CN1CCOCC1 (stereo unspecified),76*,25,-0.7,-5,-4.2,105*,23,76*,-4,10,75*
Cc1noc(C)c1COc1ccc(C(=O)N(C)CCOc2ccccc2)cc1,0,16,0.2,-1,-0.1,-2,-11,-3,1,1,7
COc1ccc(/C=C2\SC(N3CCc4ccccc4C3)=NC2=O)cc1OC,7,-2,0.0,-3,-0.1,0,-2,-3,2,0,-13
COc1ccc(NC(=O)C2=CC(c3ccc(OC)c(OC)c3)=NS(=O)(=O)N2C)cc1,-5,-26,-0.1,-3,-1.8,28,0,-6,-2,.,.
Cc1ccc(O)c(N=Cc2ccc(C)s2)c1,-173,-11,0.5,-20,0.9,-138,-54,8,-3,10,-1
CC(=O)N(C)c1ccc(NC(=O)Cc2cccs2)cc1,-113,6,0.0,-19,-0.7,-53,-2,-7,-2,0,-8
c1ccc(-c2cnn3c(-c4ccccc4)c(-c4ccccc4)nc3n2)cc1,-35,20,1.1,-35,0.6,-17,1,2,.,-3,17
O=C(NCCN1CCOCC1)c1ccc(Cl)c(S(=O)(=O)N2CCCCCC2)c1,16,-13,4.7*,-7,2.3,18,-5,-1,0,1,16
CC/C(=C\C(=O)c1ccncc1)Nc1ccc(O)cc1,-28,.,-0.5,.,1.2,-31,-30,2,-1,0,-17
Cc1ccc(N2CCN(/N=C/C(Cl)=C/c3ccccc3)CC2)cc1,1,-4,-0.1,-5,-0.1,19,-7,0,3,-3,13
CC1(c2cnc(Nc3ccccc3)s2)CCC(=O)O1 (stereo unspecified),-98,0,0.1,-6,-3.9,-86,-22,2,-2,3,-25
O=C(CNC(=O)C1CC(=O)N(c2cccc3ccccc23)C1)Nc1ccccc1Br (stereo unspecified),7,5,0.5,-4,-0.3,15,-1,-2,7,0,7
CC(Oc1ccc(F)cc1)C(=O)Nc1cc(S(=O)(=O)N2CCOCC2)ccc1N1CCCCC1 (stereo unspecified),17,-3,0.3,-16,-0.3,17,11,-16,1,-5,5

Records listed above that bear a hit mark in aDG glyco act.
smiles	HIF-2a inh	Vif imaging	aDG glyco act	CaV13 ICDI inh	Peg3 promoter	NR2E3 ag-1	Exocytosis inh	NR2E3 ag-2	PDI turbidity	MITF TRPM1 inh
O=C(NCCN1CCOCC1)c1ccc(Cl)c(S(=O)(=O)N2CCCCCC2)c1	16	-13	4.7*	-7	18	-5	-1	0	1	16

Additional entries follow:
mol,HIF-2a inh,Vif imaging,aDG glyco act,CaV13 ICDI inh,hiPSC survival,Peg3 promoter,NR2E3 ag-1,Exocytosis inh,NR2E3 ag-2,PDI turbidity,MITF TRPM1 inh
CC(C)CNc1ncnc2c1ncn2[C@H]1CN(CCc2ccccc2)C[C@@H](CO)O1,-7,-3,0.2,-4,-1.6,4,-2,3,.,-1,.
Cc1ccc(C)c(Oc2nnnn2-c2ccccc2)c1,-24,.,0.0,-6,-2.7,2,-15,0,3,1,4
COc1cc(NC(=O)c2cc(C)no2)c(OC)cc1Cl,9,-2,0.1,-17,-0.4,4,-28,0,3,-3,20
O=c1oc2ccccc2c(Nc2ccc(F)cc2)c1[N+](=O)[O-],9,3,0.0,-7,-0.4,21,-7,-1,1,5,15
CCCS(=O)(=O)n1nc(-c2ccc(Br)cc2)cc1N,-80,4,-0.2,-6,-0.4,-65,-31,14,6,-3,-18
Cc1ccc(SCCNS(=O)(=O)c2ccc(F)cc2)cc1,16,0,-0.1,-4,-0.5,11,-9,0,-1,-12,10
Cc1ccc(-n2cc(CNC(C)Cn3cncn3)c(-c3ccc(F)cc3)n2)cc1 (stereo unspecified),-25,-12,0.1,0,-0.1,-11,-2,-4,-2,-1,-13
N/C(=N\OS(=O)(=O)c1ccc(Cl)cc1)c1cccnc1,11,1,-0.1,-5,0.5,-4,-8,-3,0,3,-3
Clc1cccc(Cl)c1-c1noc(CN2CCOCC2)n1,-4,-1,0.0,-4,-0.3,0,4,4,-5,-2,9
CC1(c2nnc(Cc3ccccc3)o2)CC(c2ccc(F)cc2)=NO1 (stereo unspecified),10,-3,0.1,-10,-3.6,1,-24,-6,2,0,0
CCCOC(=O)CC1C(=O)NCCN1Cc1ccccc1C (stereo unspecified),-8,17,0.1,-4,0.2,2,2,-4,2,-2,-1
CN(C)c1nc(Oc2ccc(=O)n(-c3ccccc3)n2)nc(N2CCOCC2)n1,9,-2,0.4,-5,-0.2,8,-1,3,1,-1,8
[O-][n+]1ccccc1SC/C=C/c1ccccc1,-54,5,0.4,1,1.9,-50,-37,0,1,5,-14
CCN(CC(=O)Nc1c(F)cccc1F)C(=O)c1ccc(S(=O)(=O)N2CCCCCC2)cc1,11,11,-0.2,-5,0.0,9,1,8,.,-1,2
CC1CCN(CCCNC(=O)c2ccc3c(=O)n(Cc4ccc(Cl)cc4)c(=S)[nH]c3c2)CC1,14,-3,0.4,-2,-0.5,114*,-11,71*,-3,-4,26
Clc1ccc(-c2cnn3c(-c4ccncc4)ccnc23)cc1,-198,9,0.8,-4,-1.6,-285,-124,4,3,1,-13
N=C(c1cccc([N+](=O)[O-])c1)N1CCCCCC1,14,-5,-0.2,-5,-0.8,1,-18,-3,-1,-1,-4
CC(Sc1nnc(CNc2cccc3ccccc23)n1-c1ccccc1)C(=O)N/N=C/c1ccco1 (stereo unspecified),-8,20,0.2,-3,1.4,-6,-19,-1,3,-13,22
O=C(NC(=S)Nc1cccc2[nH]ncc12)c1ccccc1,-222,-5,0.2,8,0.3,-215,-102,1,2,-4,-62
Cc1nc2n(n1)C(c1ccccc1)C1=C(CC(c3ccco3)CC1=O)N2 (stereo unspecified),20,8,0.1,-4,-1.6,5,0,-3,1,-4,3

Retrieved by compound from above, 2 records:
mol,HIF-2a inh,Vif imaging,aDG glyco act,CaV13 ICDI inh,hiPSC survival,Peg3 promoter,NR2E3 ag-1,Exocytosis inh,NR2E3 ag-2,PDI turbidity,MITF TRPM1 inh
CC1CCN(CCCNC(=O)c2ccc3c(=O)n(Cc4ccc(Cl)cc4)c(=S)[nH]c3c2)CC1,14,-3,0.4,-2,-0.5,114*,-11,71*,-3,-4,26
CCCS(=O)(=O)n1nc(-c2ccc(Br)cc2)cc1N,-80,4,-0.2,-6,-0.4,-65,-31,14,6,-3,-18

(list continues)
mol,HIF-2a inh,Vif imaging,aDG glyco act,CaV13 ICDI inh,hiPSC survival,Peg3 promoter,NR2E3 ag-1,Exocytosis inh,NR2E3 ag-2,PDI turbidity,MITF TRPM1 inh
COc1cccc(/C=C/C(=O)OCC(=O)c2ccc(C)c(C)c2)c1OC,-80,3,-0.2,-6,0.4,-41,-15,8,-1,10,-8
NC(=O)CSc1oc(-c2ccco2)nc1S(=O)(=O)c1ccc(F)cc1,11,10,0.0,.,-0.3,-4,7,-2,5,-50,5
O=C(COC(=O)/C=C/c1ccc2ccccc2n1)NNC(=O)c1ccc([N+](=O)[O-])cc1,-57,-17,0.3,-6,-0.3,-67,8,-5,.,2,-22
O=C(Nc1ccc(S(=O)(=O)NCCc2ccccc2)cc1)c1ccco1,-14,-8,0.1,-6,-2.2,7,13,6,2,-2,6
Cc1ccc(N(C)C(=O)N2CCN(S(=O)(=O)c3ccc4ccccc4c3)CC2)cc1,3,0,0.3,-8,5.8,29,26,2,3,-3,7
Cc1ccc(OC(=O)c2cc(C)nn2C(C)(C)C)cc1,8,1,-0.2,-6,-0.2,0,-34,-12,-7,1,-1
C=CCNc1ncnc2c1ncn2[C@H]1CN(Cc2cccs2)C[C@@H](CO)O1,5,-10,-0.2,-10,-0.7,-5,17,5,.,0,.
CCN(CC)S(=O)(=O)c1cccc(C(=O)Nc2ccc(S(=O)(=O)NC3=NCCCCC3)cc2)c1,20,-8,0.1,-1,-0.4,1,3,5,-1,-1,18
